MKP-3 inhibition: MKP-3 phosphatase inhibitors, primary screen, biochemical, rat enzyme, in vitro (AID 425). Dual specificity protein phosphatase 6 (Rattus norvegicus). recombinant MKP-3 phosphatase activity, fluorescence; higher % means a stronger effect. inhibition, % at 20 µM; hits with a dose series show IC50 in µM. actives 0.17% (n = 110,000); in the data active = inhibition above about 50%;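 also: plate controls were vehicle for no effect and reference inhibitor for full effect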
Hsp70 inhibitors: Hsp70 inhibitors, probe displacement, primary screen, biochemical, fluorescence polarization (AID 583). actives 0.06% (n = 140,000). displacement, % at 20 µM, or IC50 in µM where a hit was titrated. Hsp70 fluorescence polarization probe displacement, mP; higher % means a stronger effect; in the data active = displacement above about 50%;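 also: plate controls were vehicle for no effect and reference ligand for full effect; a part of the inactive calls stands beside numbers as strong as those of hits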
* = called active by the depositor; nt = no result given; & = joins results of further samples.

SMILES | MKP-3 inhibition | Hsp70 inhibitors
CCC(=NCCO)c1c(O)n(C2CCCCC2)c(=O)[nH]c1=O | -3% | 2.5%
O=c1[nH]c(=O)n(-c2cccc3ccccc23)c(O)c1C=NCCCn1ccnc1 | -5% | 1.7%
Cc1ccc2c(c1)N(CCC(=O)N1CCC3(CC1)OCCO3)C(=O)C(C)O2 (stereo not drawn) | -6% | -1.3%
O=P(C(Cl)Cl)(N1CCCCC1)N1CCCCC1 | nt | 5.5%
COc1ccc(N2C(=O)NC(=O)/C(=C/c3ccc(SC)cc3)C2=O)cc1 | 3% | -1.8%
O=[N+]([O-])c1ccc(CNCCc2ccc(F)cc2)cc1 | 0% | -2.5%
Cc1ccc(-n2c(C)cc(/C=C3/C(=O)NC(=O)N(C)C3=O)c2C)cc1 | 0% | 2.2%
CC(=O)c1cc(F)c(N2CCN(C)CC2)cc1C | -2% | 0.6%
CC1CN(c2ccc(C(F)(F)F)cc2[N+](=O)[O-])CCN1 (stereo not drawn) | 0% | -2.7%
C1CNC2NCCNC2N1 (stereo not drawn) | 0% | -1.9%

Three entries drawn at random from the list so far:
SMILES | MKP-3 inhibition | Hsp70 inhibitors
COc1ccc(N2C(=O)NC(=O)/C(=C/c3ccc(SC)cc3)C2=O)cc1 | 3% | -1.8%
O=P(C(Cl)Cl)(N1CCCCC1)N1CCCCC1 | nt | 5.5%
C1CNC2NCCNC2N1 (stereo not drawn) | 0% | -1.9%

Further records follow.
SMILES | MKP-3 inhibition | Hsp70 inhibitors
O=C(COc1ccccc1)N1CCN(CC(O)COc2ccccc2)CC1 (stereo not drawn) | -20% | -1.0%
Cn1c(O)c(C(=O)c2ccccc2F)c(=O)n(C)c1=O | nt | 5.0%
Cc1cc(C=C2C(=O)NC(=O)NC2=O)c(C)n1C1CCCCC1 | 3% | -3.3%
O=C1CC(=O)N(c2ccc(Br)cc2)C(=S)N1 | 4% | 0.8%
Cc1cc(C=C2C(=O)NC(=O)NC2=O)c(C)n1-c1ccc(Br)cc1 | 7% | -5.7%
O=c1[nH]c(N2CCN(Cc3ccc4c(c3)OCO4)CC2)nc2c1CCC2 | 2% | 5.2%
CCN(CC)CCCNC(=O)c1c(O)c2ccccc2n(Cc2ccccc2)c1=O | -10% | 1.0%
CCC(CC)N1CCN(Cc2ccc(OC)c(OC)c2OC)CC1 | 1% | -1.1%
NCC(CC(=O)O)c1ccc(Cl)cc1 (stereo not drawn) | 2% | 11%&6.3%
CC(=O)N1CN2CN(C(C)=O)CC(C(=O)c3ccc(Br)cc3)(C2)C1 | -7% | 1.8%
COc1cc(/C=N/NC(=O)Cn2c([N+](=O)[O-])cnc2C)ccc1OC(=O)N(C)C | nt | -1.0%
Fc1ccc2c(c1)nnn2C1CCN(Cc2c(Cl)cccc2Cl)CC1 | nt | 6.1%
CCOC(=O)C1=C(N)Oc2cc(C)oc(=O)c2C12C(=O)N1c3c(cccc32)C(C)=CC1(C)C (stereo not drawn) | -3% | 7.8%
O=C(CN1CCCC1=O)Nc1ccccc1 | nt | 1.0%
O=C(NCC(c1cccnc1)N1CCN(c2ccccc2)CC1)Oc1ccccc1 (stereo not drawn) | nt | -3.6%
CC12CCCCC1=NC(c1ccc(Br)cc1)N2O (stereo not drawn) | -10% | 3.5%
Clc1ccc(CNCCc2ccc3c(c2)OCO3)cc1 | 1% | 0.7%
S=C1CN=C(c2ccccc2)c2cc(Cl)ccc2N1 | nt | -1.2%
CC1CN(c2ccc([N+](=O)[O-])cc2)CCN1 (stereo not drawn) | 0% | 3.3%
COc1ccc(CCn2c(O)c(C=NCCCO)c(=O)[nH]c2=O)cc1OC | -5% | -0.5%
O=C1C2CCCN2C(c2ccncc2)N1c1ccc(Cl)c(Cl)c1 (stereo not drawn) | 6% | -5.6%
CC1(C)CC(=O)C(C=NCCN2CCN(C(=O)Cc3ccc(F)cc3)CC2)=C(O)C1 | -10% | 1.6%
O=C(CN1CC(c2ccccc2)CC1=O)Nc1ccccc1 (stereo not drawn) | -1% | 5.0%
O=C1NC(=O)N(Cc2ccccc2)C(=O)/C1=C\C=C\c1ccco1 | 3% | -1.7%
O=c1[nH]c2c(c(=O)n1C1CCCCC1)CCC2 | -9% | -2.8%
CCOc1cc2[nH]c(=S)n(CCCC(=O)N3CCC4(CC3)OCCO4)c(=O)c2cc1OCC | -5% | -1.9%
Cc1ccccc1C1=NCC(=O)N(CC(=O)NCc2ccco2)c2sc3c(c21)CCCC3 | -9% | 3.5%
COc1ccccc1/C=C1/C(=O)C2CCN1CC2 | 0% | -5.7%
c1ccc(CCn2nnnc2CN2CCC(n3nnc4ccccc43)CC2)cc1 | -13% | -1.8%
COc1cccc(-n2c(Cc3ccccc3)nc3ccccc3c2=O)c1 | 1% | 1.5%
COc1cccc(CN(CCc2ccc3c(c2)OCO3)Cc2cccc(OC)c2)c1 | -1% | -0.8%
O=c1c2ccccc2nc(-c2cccs2)n1-c1ccccn1 | 2% | 6.3%
Cc1cc(OCC(=O)O)c2c3c(c(=O)oc2c1)CCCC3 | -2% | -0.5%
COc1ccc(CCN(C)Cc2ccc(F)cc2F)cc1OC | nt | -2.6%
CCN1CCN(Cc2ccc(C)cc2)CC1 | 6% | 7.4%
Cc1cc(N2C(=O)C3CCCN3C2c2cccc(Cl)c2)no1 (stereo not drawn) | -4% | -4.4%
COc1cc(C=C2C(=O)NC(=O)NC2=O)ccc1OCc1ccc(C(=O)O)cc1 | 4% | 0.0%
CC12CCC3C(CC=C4CC(O)CCC43C)C1C/C(=C\c1ccc(F)cc1)C2=O (stereo not drawn) | 0% | -2.1%
O=C(C1CCC(=O)N1Cc1ccccc1Cl)N1CCC2(CC1)OCCO2 (stereo not drawn) | nt | 0.3%
COc1cc(/C=C\c2nc3ccccc3c(=O)n2-c2ccc(O)cc2)ccc1O | 1% | 3.6%

Shown as labelled records: part of the list above
Cc1cc(N2C(=O)C3CCCN3C2c2cccc(Cl)c2)no1 (stereo not drawn)
  MKP-3 inhibition: -4%	Hsp70 inhibitors: -4.4%

COc1cc(C=C2C(=O)NC(=O)NC2=O)ccc1OCc1ccc(C(=O)O)cc1
  MKP-3 inhibition: 4%	Hsp70 inhibitors: 0.0%

CC12CCC3C(CC=C4CC(O)CCC43C)C1C/C(=C\c1ccc(F)cc1)C2=O (stereo not drawn)
  MKP-3 inhibition: 0%	Hsp70 inhibitors: -2.1%

Nothing new here: an excerpt of the list.
SMILES | MKP-3 inhibition | Hsp70 inhibitors
COc1ccc(CCN(C)Cc2ccc(F)cc2F)cc1OC | nt | -2.6%
CCN1CCN(Cc2ccc(C)cc2)CC1 | 6% | 7.4%
Cc1cc(N2C(=O)C3CCCN3C2c2cccc(Cl)c2)no1 (stereo not drawn) | -4% | -4.4%

Later entries.
SMILES | MKP-3 inhibition | Hsp70 inhibitors
CCC(=O)c1ccc(N2CCN(C)CC2)c(F)c1 | 1% | 2.1%
Cc1c2ccncc2c(C)c2c1[nH]c1ccccc12 | -6% | nt
CC(Nc1ccc([N+](=O)[O-])c2cccnc12)C12CC3CC(CC(C3)C1)C2 (stereo not drawn) | 0% | 3.6%
O=C(NC(c1ccc(Cl)cc1)P(=O)(Oc1ccccc1)Oc1ccccc1)OCc1ccccc1 (stereo not drawn) | nt | 3.9%
O=c1cccc2n1CC1CC2CN(Cc2cccc(Cl)c2Cl)C1 (stereo not drawn) | 2% | -0.2%
COc1ccc(O)c(CN2CCN(Cc3cccc(Cl)c3)CC2)c1 | 2% | nt
O=c1c2ccccc2[nH]c(=S)n1-c1ccc2c(c1)OCO2 | -5% | -2.5%
Cc1c(/C=N/O)c2ccccc2n1C | nt | 4.2%
CC(C(=O)c1c[nH]c2ccccc12)N1CCSCC1 (stereo not drawn) | nt | 0.3%
CCCN(CC#CCO)CCC | -10% | 3.9%

Molecules from the list above that contain fluorine:
SMILES | MKP-3 inhibition | Hsp70 inhibitors
O=[N+]([O-])c1ccc(CNCCc2ccc(F)cc2)cc1 | 0% | -2.5%
CC(=O)c1cc(F)c(N2CCN(C)CC2)cc1C | -2% | 0.6%
CC1CN(c2ccc(C(F)(F)F)cc2[N+](=O)[O-])CCN1 (stereo not drawn) | 0% | -2.7%
Cn1c(O)c(C(=O)c2ccccc2F)c(=O)n(C)c1=O | nt | 5.0%
Fc1ccc2c(c1)nnn2C1CCN(Cc2c(Cl)cccc2Cl)CC1 | nt | 6.1%
CC1(C)CC(=O)C(C=NCCN2CCN(C(=O)Cc3ccc(F)cc3)CC2)=C(O)C1 | -10% | 1.6%
COc1ccc(CCN(C)Cc2ccc(F)cc2F)cc1OC | nt | -2.6%
CC12CCC3C(CC=C4CC(O)CCC43C)C1C/C(=C\c1ccc(F)cc1)C2=O (stereo not drawn) | 0% | -2.1%
CCC(=O)c1ccc(N2CCN(C)CC2)c(F)c1 | 1% | 2.1%

Next section.
SMILES | MKP-3 inhibition | Hsp70 inhibitors
CCOc1ccc(N=Cc2c(O)n(C(C)(C)C)c(=O)[nH]c2=O)cc1 | nt | 3.7%
O=C(COc1ccc(Cl)cc1)N1CCN(Cc2cccc(F)c2)CC1 | -2% | 0.7%
Nc1ccccc1C(=O)OC1CSC1 | -2% | 11%
O=[N+]([O-])c1cc2c(cc1CNCCc1c[nH]c3ccccc13)OCO2 | 0% | 3.3%
COc1ccc(CCNCc2cccc(Cl)c2)cc1 | 3% | 4.6%
COc1ccc2[nH]c(C)c(CCN3CCC(=O)C(C)C3C)c2c1 (stereo not drawn) | -1% | 3.7%
Cc1ccc2c(c1)C1CN(C)CCC1N2C(=O)Cn1nnc(-c2ccccc2F)n1 (stereo not drawn) | -8% | 3.5%
COc1ccccc1CN1CCN(C(=O)COc2ccccc2)CC1 | 0% | 3.4%
CCOC(=O)C1=C(N)OC2=C(C(=O)CCC2)C12C(=O)N(CC(N)=O)c1ccccc12 (stereo not drawn) | nt | 4.7%
COc1ccc(Cc2nccc3cc(OC)c(OC)cc23)cc1OC | 2% | 0.3%
CN1C(=O)/C(=C/c2ccc(N3CCCCCC3)o2)C(=O)NC1=S | nt | -126%
O=C(CN1CCOCC1)Nc1ccc(Br)cc1C(=O)c1ccccc1Cl | 1% | 0.4%
Cc1cccc(-n2c(/C=C3\C(=O)Nc4ccccc43)nc3ccccc3c2=O)c1 | 1% | 3.2%
CC(C)N(CCC(C(N)=O)(c1ccccc1)c1ccccn1)C(C)C (stereo not drawn) | 0% | -3.8%
CCCCn1c(O)c(C(CC)=NCCN2CCCCC2)c(=O)[nH]c1=O | 1% | 0.0%
COc1ccccc1N=C1SCCCN1C | 2% | -1.8%
Cc1ccc(-c2nc3ccccc3c(=O)n2-c2ccc(Br)cn2)cc1 | 7% | -1.2%
Cc1nn(Cc2ccccc2Cl)c(Cl)c1C(=O)OCC(=O)NCc1ccco1 | -2% | 0.9%
CN1CC=C2C(C#N)=C(N)C(C#N)(C#N)C(c3ccncc3)C2C1 (stereo not drawn) | -8% | 15%
O=C(C1CCCO1)N1CCC2(CC1)OCCO2 (stereo not drawn) | -7% | 1.7%
COCCOC(=O)C1=C(N)OC(C)=C(C(=O)OC)C12C(=O)Nc1ccccc12 (stereo not drawn) | -1% | nt
CCOC(=O)C1C(=O)N(C)C2(C)CC1c1cc(OC)ccc1O2 (stereo not drawn) | 0% | -0.4%
CC(N=Cc1c(O)[nH]c(=O)[nH]c1=O)c1ccccc1 (stereo not drawn) | 0% | 2.4%
N#CC1=C(N)Oc2c(c(=O)oc3ccccc23)C1c1ccc(OC(=O)N2CCOCC2)cc1 (stereo not drawn) | 7% | -3.1%

Screening results: PubChem BioAssay, Sanford-Burnham Center for Chemical Genomics

A portion of the library, so the mix of outcomes need not match the whole.
